b-catenin transl – alters nuclear translocation of beta-catenin in HeLa cells. immunofluorescence imaging. nuclear translocation activity, % at 5 µM. 0.3% of 190,000 active. AID 1665;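 active = nuclear translocation activity above 50% at 5 µM, with a well cell count of 50 or more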;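 also: per-cell ratio of nuclear to cytoplasmic median beta-catenin stain intensity; plate controls were DMSO negative control for no effect and GSK-3 inhibitor IX positive control for full effect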
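Test system: HeLa cells, endogenous beta-catenin; Compound: single 5 µM dose plus 0.02–20 µM confirmation series; Times: compound exposure 24 h at 37°C; Signal: fluorescence imaging of beta-catenin antibody stain plus DAPI; Read-out: % activation, nuclear-to-cytoplasmic median beta-catenin signal ratio per cell.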
Salmonella PhoP GFP – inhibitors of PhoP regulon expression, primary screen, Salmonella Typhimurium, GFP reporter (AID 1863); S. Typhimurium PhoP-regulated promoter GFP reporter, 4 h; higher % means a stronger effect; one-dose inhibition, % at 50 µM; IC50 in µM for titrated hits; 0.16% of 300,000 active;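 active = inhibition over 29.93%, a cutoff 3 SD above the screen mean, later confirmed by dose response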;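 also: 0% = low Mg2+ inducing control and 100% = high Mg2+ repressing control; strong numbers were not always called active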
Ins promoter up – MIN6 insulin promoter up-regulation; MIN6 insulin promoter-GFP reporter, high-content imaging; hits give high values; z-score at 5 µM; 0.3% of 190,000 active; AID 1625;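 active = z-score above 3 at 5 µM with at least 500 cells counted in the well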
Dynein cargo inh – blocks dynein driven cargo transport along microtubules | 3617.4 mouse cells, GR-EGFP nuclear translocation imaging; test concentration mostly 20 µM; stimulated with dexamethasone, 1 µM; hits give low values | z-score, hits read low | 0.47% of 220,000 active;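 active = plate z-score of nuclear minus cytoplasmic receptor signal below a set negative limit, without overly bright fluorescence or cell loss, cut at about -3.5 in these data, passing the limit was not always enough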;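 also: z-score of nuclear minus cytoplasmic ring GR-EGFP intensity difference per well; some compounds called inactive have numbers as strong as hits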
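Buffer or medium: Induction medium lacking tetracycline, stripped serum | Also added: Dexamethasone agonist, 1.0 µM final, for 30 min | Timing: 48 h induction, 1 h compound, 30 min dex at 37 °C | Detection: Formaldehyde fixation, Hoechst nuclear stain, 10x automated fluorescence imaging | Measure: Nuclear versus cytoplasmic GR-EGFP signal, averaged per well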
Lipid droplet – hepatic lipid droplet formation modulation; AML12 mouse hepatocytes, oleate lipid droplets, BODIPY imaging; 0.4% of 240,000 active; inhibition, % at 6.5 µM;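 active = lipid droplet intensity inhibited by at least 50%, with more than 500 cells counted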
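Material – AML12 mouse liver cells · Also added – oleate loading, 100 µM · Compound dosing – 6.5 µM single-point dosing · Times – overnight treatment with compound plus oleate · Measured by – fluorescence imaging, 20x objective, two fields per well · Read-out – percent inhibition of filter-corrected integrated lipid droplet intensity per well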
Autophagy mod – alters autophagy in cells; MEF GFP-LC3 puncta imaging; test concentration mostly 10 µM; calls only at 10 µM (by protocol); 0.98% of 190,000 active;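 active = percentage of spot-positive cells more than 3 SD above its plate mean, without a fluorescence outlier flag or 80% toxicity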;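 also: spot-positive cell cutoff set from DMSO-treated cells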
MT stabilizer – stabilizes microtubules in HeLa cells. HeLa tubulin immunostaining HCS, 24 h; share of cells brighter than vehicle mean+2SD. % tubulin-high responders, % at 10 µM. 0.83% of 200,000 active. AID 2205;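 active = plate Z-score above 3 for both tubulin-high and condensed-nucleus cell shares, with cell loss under 80%, at 10 µM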;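 also: anti alpha tubulin signal scored within the nucleus-defined area of each cell; some results filed as inactive read as strong as hits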
ER stress rescue – protection against thapsigargin-triggered cell killing – 384-well, CSM14.1, ATP luminescence, primary screen (AID 1222); CSM14.1 thapsigargin-induced death rescue, ATP luminescence; higher % means a stronger effect; cellular ATP content (survival), % at 20 µM; hits with a dose series show EC50 in µM; 190,000 tested, under 10 active;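 active = EC50 below 50 µM in the dose-response confirmation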;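 also: death triggered by thapsigargin at about 15 µM added after 2 h compound pretreatment; cell ATP read after overnight thapsigargin exposure of roughly 18 to 22 hours; normalized against plate controls of thapsigargin alone and 5% DMSO vehicle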
T cell modulator – T cell immune modulators affecting CD8 T cell-vesicle binding | 2C CD8+ T cell-vesicle binding, flow cytometry; hits give low values | calls only at 7 µM | 0.068% of 330,000 active;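 active = response, share of CD8 T cells binding vesicles, and their 90th percentile fluorescence all below set limits, cut at about 80% in these data, passing the limit was not always enough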
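Material: murine 2C transgenic CD8+ T lymphocytes / Also added: QL9-peptide-loaded Drosophila micro-vesicles bearing Ld, ICAM-1 and B7-1 / Schedule: binding step 1.5 h, 37 °C, antibody labelling 20 min, ice / Signal: flow cytometry, PE anti-B7-1 (FL2) versus Alexa647 anti-CD8 (FL8), PFA-fixed / Evaluation: percent CD8+ FL2 mean versus row control / Benchmarks: naked versus QL9-loaded vesicles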
Dynein cargo inh cytoplasmic EGFP – recorded beside Dynein cargo inh, whose call it bears; z-score; measured here: cytoplasmic GR-EGFP intensity; hits give high values
Dynein cargo inh nuclear GR-EGFP – further read-out of Dynein cargo inh, marked with its call; z-score; measured here: nuclear GR-EGFP intensity;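 lower value marks the stronger effect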
Dynein cargo inh cell count – further read-out of Dynein cargo inh, marked with its call; z-score; measured here: cell count per field
Ins promoter up cell count – second read-out of Ins promoter up, no call of its own (marks repeat the call); cell count; measured here: cytotoxicity, nuclei count;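 total cells summed across four imaged fields per well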
Lipid droplet cells 6.5 µM – second read-out of Lipid droplet, no call of its own (marks repeat the call); cell count; measured here: cell count, cytotoxicity flag;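 cells counted across two imaged fields per well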
b-catenin transl cell count 5 µM – also measured in b-catenin transl; calls as there; cell count; measured here: cell count, cytotoxicity flag
T cell modulator vesicle-bound % – second read-out of T cell modulator, no call of its own (marks repeat the call); double positive events, %; measured here: CD8+ vesicle-bound cell fraction;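 binding gate set so that unloaded-vesicle control wells show 10% double positive cells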
MT stabilizer Hoechst-high % – second read-out of MT stabilizer, no call of its own (marks repeat the call); % Hoechst-high responders; measured here: nuclear condensation Hoechst responders;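 share of cells brighter than vehicle mean plus two SD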
MT stabilizer cytotoxicity % – further read-out of MT stabilizer, marked with its call; toxicity, %; measured here: cytotoxicity by cell density;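 0% = mean cell density of plate MIN control wells and 100% = no cells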
Autophagy mod cell loss 18 h – also measured in Autophagy mod; calls as there; toxicity, %; measured here: cell loss, nuclei count;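 cell loss after 18 h compound exposure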
Active calls of the source: *; i = inactive; x = not tested or not shown.

smiles	b-catenin transl	b-catenin transl cell count 5 µM	Salmonella PhoP GFP	Ins promoter up	Ins promoter up cell count	Dynein cargo inh	Dynein cargo inh cytoplasmic EGFP	Dynein cargo inh nuclear GR-EGFP	Dynein cargo inh cell count	Lipid droplet	Lipid droplet cells 6.5 µM	Autophagy mod	Autophagy mod cell loss 18 h	MT stabilizer	MT stabilizer Hoechst-high %	MT stabilizer cytotoxicity %	ER stress rescue	T cell modulator	T cell modulator vesicle-bound %
Cn1c(=O)c2c(nc(SCC(=O)N3c4ccccc4CCc4ccccc43)n2C)n(C)c1=O	-1.5	1373	-15%	0.77	1609	-0.9	0.065	0.26	1.2	x	x	i	17	3.2	2.0	0.7	1.4%	x	x
O=C(Cn1ncc(Cl)c(Cl)c1=O)N1CCc2ccccc21	-1.7	1081	-1%	1.7	636	-3.5	0.98	-1.5	-0.67	-19	754	i	90	2.0	2.3	3.7	-1.8%	x	x
COc1ccc(/C=C/C(=O)NCCc2nc3ccccc3[nH]2)cc1	-0.7	1324	40%	0.13	974	0.32	-0.27	-0.1	0.34	29	717	x	x	x	x	x	x	i	31
Cc1ccc(CNC(=O)COC(=O)c2cnc(C)cn2)cc1	-1.7	1167	2%	0.41	1396	-0.56	-0.23	0.05	0.78	-2	680	i	16	3.0	2.2	10.0	-0.1%	i	1
O=c1c(Br)c(N2CCOCC2)cnn1-c1ccccc1	2.2	559	-8%	x	x	0.36	-0.29	1	-0.55	-12	739	i	8	1.7	1.6	2.4	-0.9%	i	27
CC(NC(=O)C(Cc1ccccc1)NC(=O)c1ccccc1)C(=O)O (stereo unspecified)	-3.3	936	-10%	0.75	1456	0.41	-0.13	1.1	-0.35	x	x	i	-38	2.3	1.9	4.2	-0.6%	i	16
CCCn1c(C)cc(/C=C(\C#N)C(=O)OCC(=O)Nc2ccc(OC)c(Cl)c2)c1C	-1.6	1139	7%	0.63	1424	-0.35	-0.19	-0.14	0.11	-22	669	i	20	4.8	1.7	8.8	1.0%	i	34
O=C(NCCc1ccc(Cl)cc1)C1CCN(S(=O)(=O)c2cccc3nonc23)CC1	-5.2	1064	1%	1.1	737	-0.39	-0.16	-0.21	0.31	-16	741	i	-1	2.3	2.6	6.0	-1.6%	i	59
CCOC(=O)c1cccnc1SCC(=O)NCc1ccccc1	x	x	-9%	x	x	0.068	0.37	-0.026	-0.33	7	769	i	4	42	1.5	78	-0.7%	i	50
O=C(OCC1CCCN2CCCCC12)c1ccc2c(c1)OCO2 (stereo unspecified)	-4.3	1011	-21%	-0.24	1260	4.1	-0.081	2.1	-2.8	x	x	i	54	6.3	2.0	16	-1.8%	i	15

The closing 2 compounds of the section above come first, to join the parts:
smiles	b-catenin transl	b-catenin transl cell count 5 µM	Salmonella PhoP GFP	Ins promoter up	Ins promoter up cell count	Dynein cargo inh	Dynein cargo inh cytoplasmic EGFP	Dynein cargo inh nuclear GR-EGFP	Dynein cargo inh cell count	Lipid droplet	Lipid droplet cells 6.5 µM	Autophagy mod	Autophagy mod cell loss 18 h	MT stabilizer	MT stabilizer Hoechst-high %	MT stabilizer cytotoxicity %	ER stress rescue	T cell modulator	T cell modulator vesicle-bound %
CCOC(=O)c1cccnc1SCC(=O)NCc1ccccc1	x	x	-9%	x	x	0.068	0.37	-0.026	-0.33	7	769	i	4	42	1.5	78	-0.7%	i	50
O=C(OCC1CCCN2CCCCC12)c1ccc2c(c1)OCO2 (stereo unspecified)	-4.3	1011	-21%	-0.24	1260	4.1	-0.081	2.1	-2.8	x	x	i	54	6.3	2.0	16	-1.8%	i	15
COc1cc(OC)c(C2SCCS2)c(OC)c1	-1.0	532	-2%	0.37	1211	0.41	-0.26	-0.035	-0.84	-38	700	i	3	6.2	2.9	4.2	-0.8%	i	33
COc1ccc(NC(=O)c2c(Cl)cnn2C)c(C)c1	1.0	1012	-3%	-0.1	1375	-0.69	-0.27	-0.23	0.59	-15	735	i	21	1.2	2.1	2.8	0.5%	i	41
CCCc1cc(N2CCCC2)n2nc(C)c(-c3ccccc3)c2n1	0.5	1020	26%	-1.7	1768	-0.2	-0.2	0.13	0.54	60*	666*	i	2	2.4	1.6	12	-3.1%	i	32
O=C(NN1CCOCC1)c1ccc(S(=O)(=O)N2CCCCC2)cc1	-1.1	955	3%	0.25	1633	0.5	-0.39	-0.12	0.53	-2	679	i	4	2.4	2.1	2.4	-0.4%	i	37
CCCCn1nc(C(=O)O)ccc1=O	3.2	1128	-1%	-0.1	1063	-0.6	-0.21	-0.19	0.42	x	x	i	-29	1.8	2.6	6.4	-0.4%	i	54
CC(=O)Nc1ccc(S(=O)(=O)NC(CC(=O)NCCc2ccccc2)C(C)C)cc1 (stereo unspecified)	-14	1194	-4%	x	x	-0.13	-0.27	-0.07	0.26	-12	719	i	-7	1.8	1.8	6.6	-2.0%	i	3
C=CCc1c(OC(C)=O)c2ccccc2n(C)c1=O	-4.0	610	-6%	0.24	1285	0.83	-0.26	0.73	-0.41	-2	669	i	-6	2.0	1.8	1.3	-3.5%	i	50
CCN1CCCC1CNC(=O)CN1C(=O)COc2ccc(C)cc21 (stereo unspecified)	3.9	1063	-7%	-1.4	1731	0.98	-0.096	0.88	-0.013	-2	659	i	16	5.7	2.1	6.6	-1.6%	i	33
COc1ccc(N2CCN(C(c3ccccc3OC)c3nnnn3Cc3ccco3)CC2)cc1 (stereo unspecified)	-9.8	1206	9%	-0.27	1142	-0.17	-0.17	0.17	0.3	3	799	i	13	2.4	3.9	5.8	-0.4%	i	17
CC(=O)c1c(C)nc(-c2ccccc2)nc1NC(=O)C(C)C	x	x	-4%	-0.18	951	0.95	-0.25	0.5	0.4	x	x	i	-1	2.5	2.0	3.3	-0.6%	i	36
CC1Cc2ccccc2N1c1ncnc(N)c1[N+](=O)[O-] (stereo unspecified)	1.5	1383	-4%	0.66	1248	0.66	0.85	0.66	-0.56	2	650	i	-4	7.7	2.0	4.5	1.9%	i	7
CCOc1ccc(/C=C2/C(=N)N3OC(C)=CC3=NC2=O)cc1OC	0.0	1089	7%	-0.74	1300	-0.038	-0.15	0.2	-0.57	-4	716	i	-3	1.8	2.0	3.8	-1.3%	i	26
Cc1ccc(C)n1NC(=O)c1ccc(O)cc1	x	x	11%	1.4	887	-0.66	-0.088	-0.13	0.85	9	825	i	4	1.0	2.0	8.1	0.6%	i	10
CCOC(=O)C1C(=O)CC(C)(O)C(C(=O)OCC)C1/C=C/c1ccccc1 (stereo unspecified)	-2.2	1105	-5%	2	1124	1.5	-0.21	0.71	-0.6	-19	781	i	1	2.3	2.2	13	4.4%	x	x
COC(=O)c1ccc(CSc2nc3ccccc3o2)cc1	x	x	-4%	1.1	1348	-0.74	-0.26	-0.14	0.4	18	718	i	-4	3.2	2.4	5.5	-2.9%	i	38
O=C(O)/C(=C\c1ccc(Br)cc1)c1ccc(S(=O)(=O)N2CCCCC2)s1	-1.9	1120	5%	0.55	1420	0.93	-0.16	0.66	-0.32	12	673	i	-2	2.5	2.0	0.6	0.6%	i	47
O=c1[nH]c(CN2CCN(c3ccccn3)CC2)nc2c(Br)cc(Br)cc12	-1.3	1341	-7%	-0.11	1110	0.44	-0.72	-0.093	-0.47	3	614	x	x	x	x	x	x	i	13
O=c1[nH]c2ccc([N+](=O)[O-])cc2nc1/C=C(\O)c1ccccc1	1.3	1284	-2%	-0.33	1095	-0.89	-0.099	0.13	-0.0057	-3	652	x	x	x	x	x	x	i	37
O=C(O)c1cccc(-n2cccc2/C=C2/NC(=O)N(Cc3ccccc3F)C2=O)c1	-5.0	1038	2%	0.55	1620	0.39	-0.16	0.092	-0.54	0	660	i	-11	1.6	1.8	3.4	2.6%	i	45

Screening data as filed in PubChem BioAssay.

Rows were taken by chance (roughly 3% active in at least one column).
